Assay outcomes (PubChem BioAssay)
Peg3 promoter = Peg3 promoter activity inhibition; inhibition, % at 20 µM; 360,000 tested, 1.7% active; HeLa PEG-Prom luciferase reporter, luminescence, overnight; AID 588405;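 active means inhibition of at least 50% at 20 µM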
hiPSC survival = hiPSC single-cell survival enhancement; survival enhancement, % at 20 µM; ATPlite luminescence; 100% = ROCK inhibitor wells, 0% = DMSO; 360,000 tested, 0.044% active; AID 602274; in the data active means survival enhancement above about 18%;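 further: cells exposed to compounds for 16 hours before the ATP read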
PDI turbidity = blocks human protein disulfide isomerase activity | P07237 | PDI insulin aggregation turbidity, A650, 90 min | inhibition, % at 10 µM | 350,000 tested, 0.052% active | AID 588391;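 active means mean inhibition across replicates of 30% or more, whatever share of single replicates reach that level; inconclusive means mean inhibition below 30% while every single replicate reaches 30%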;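 further: absorbance from insulin aggregation driven by PDI reduction with DTT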
Target sequence (P07237 whole entry, looked up): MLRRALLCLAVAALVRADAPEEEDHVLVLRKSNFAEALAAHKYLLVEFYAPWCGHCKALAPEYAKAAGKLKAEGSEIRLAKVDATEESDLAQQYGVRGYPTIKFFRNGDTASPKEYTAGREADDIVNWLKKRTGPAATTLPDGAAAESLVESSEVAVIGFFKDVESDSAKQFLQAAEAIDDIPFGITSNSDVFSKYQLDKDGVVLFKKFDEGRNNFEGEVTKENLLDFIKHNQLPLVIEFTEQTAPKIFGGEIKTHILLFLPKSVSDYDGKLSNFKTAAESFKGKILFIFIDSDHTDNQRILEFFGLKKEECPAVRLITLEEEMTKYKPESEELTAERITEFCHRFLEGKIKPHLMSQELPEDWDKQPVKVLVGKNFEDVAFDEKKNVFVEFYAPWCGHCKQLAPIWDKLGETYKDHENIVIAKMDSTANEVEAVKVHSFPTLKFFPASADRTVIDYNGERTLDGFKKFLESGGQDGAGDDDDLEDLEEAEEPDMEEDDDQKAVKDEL
Granule exo inh = blocks lytic granule exocytosis | inhibition, % at 10 µM | 360,000 tested, 0.66% active | AID 651702 | TALL-104 LAMP-1 surface exposure, flow cytometry; cells stimulated with thapsigargin and PMA;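 active means inhibition above about 55%, limit read from the data; inconclusive means no clear call, values can overlap the other calls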
NR2E3 ag-1 = agonists of human nuclear receptor NR2E3. Q9Y5X4. GST-NR2E3/biotin-RetCOR TR-FRET, 1536-well. inhibition of corepressor binding, % at 4.78 µM. 320,000 tested, 0.12% active. AID 2300;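 active means percent inhibition above the cutoff of mean plus 3 SD of all tested compounds, set per screening campaign, cut at about 20% in these data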;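 further: 0% = DMSO wells and 100% = biotin wells as full block of FRET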
Target sequence (Q9Y5X4 whole entry, looked up): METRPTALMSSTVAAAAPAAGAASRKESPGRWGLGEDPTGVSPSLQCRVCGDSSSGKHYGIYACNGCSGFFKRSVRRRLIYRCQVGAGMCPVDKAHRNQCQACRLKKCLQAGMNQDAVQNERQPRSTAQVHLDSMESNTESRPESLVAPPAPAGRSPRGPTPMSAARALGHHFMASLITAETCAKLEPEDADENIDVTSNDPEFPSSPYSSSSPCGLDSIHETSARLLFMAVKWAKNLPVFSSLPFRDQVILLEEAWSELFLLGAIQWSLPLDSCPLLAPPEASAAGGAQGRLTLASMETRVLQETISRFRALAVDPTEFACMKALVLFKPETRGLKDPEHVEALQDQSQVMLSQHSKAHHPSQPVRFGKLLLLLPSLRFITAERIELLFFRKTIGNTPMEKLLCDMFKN
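Test system – NR2E3–RetCOR corepressor complex · Quantity – NR2E3 fusion 1.35 nM · Buffer or medium – Tris pH 7.5 · Incubation – Compound–protein incubation for 5 h at 4 °C · Technique – TR-FRET, Eu(K)-anti-GST donor, streptavidin-D2 acceptor, ex 340, em 617/671 nm · Evaluation – percent inhibition of 671/617 nm emission ratio versus biotin and DMSO controls · Plate – 1536-well format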
NR2E3 ag-2 = agonists of human NR2E3 nuclear receptor; Q9Y5X4; CHO-S Gal4-NCOR/VP16-NR2E3 two-hybrid, luciferase; inhibition of corepressor binding, % at 3.98 µM; 360,000 tested, 0.35% active; AID 602229;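 active means inhibition above the mean of all tested compounds plus 3 SD, cut at about 70% in these data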;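 further: 0% = DMSO with NR2E3 transfected cells and 100% = cells lacking NR2E3 construct; higher means lower luciferase signal from less NR2E3 corepressor binding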
MITF TRPM1 inh = MITF TRPM1 promoter inhibition in SK-MEL-5 cells | SK-MEL-5 TRPM1 promoter luciferase, 24 h | inhibition, % at 12.5 µM | AID 488899 | 330,000 tested, 0.83% active;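 active means mean inhibition across replicates of 60% or more, whatever share of single replicates reaches that level; inconclusive means some that reach 60%, reason not given; inactive means mean inhibition across replicates below 60%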; further: values of inactives mirror those of a sister screen read the other way
HIF-2a block = blocks HIF-2a reporter activity; 786-0 RCC cells HIF-2a reporter, luciferase luminescence, overnight; inhibition, % at 18.8 µM; 360,000 tested, 0.72% active;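 active means inhibition of the luminescence signal of 40% or more relative to plate controls, in a single-dose primary screen at 18.75 µM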
aDG glyco up = increases alpha dystroglycan glycosylation | 360,000 tested, 0.22% active | Pro5-aDG cells, alpha-DG glycosylation AlphaScreen (IIH6); 0% Pro5, 100% B10-LARGE cell signal | activation, % at 10 µM;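 active means activation of at least 8% versus controls, or a plate z-score of at least 8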;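 further: Pro5 are CHO cells carrying HIG-tagged alpha-DG that lacks glycosylation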
Vif inh = blocks HIV Vif function; HEK293T cells, Vif self-association by quenched fluorescence, imaging, 24 h; inhibition, % at 7.49 µM; 340,000 tested, 0.35% active; in the data active means inhibition above about 50%, passing the limit was not always enough; inconclusive means no clear call, values can overlap the other calls; inactive means below about 31%; further: some results filed as inactive read as strong as hits
CaV13 FRET inh = Disruptors of the CACNA1D IQ motif to Ca2+-dependent inactivation inhibitor domain association, primary screening, Förster resonance energy transfer in intact living …; AID 743397; HEK cells, CFP/YFP FRET ICDI-IQ, plate reader, 10 min; percent FRET-ratio fall versus neutral wells; 340,000 tested, 0.098% active; inhibition, % at 12.3 µM;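 active means mean replicate inhibition of at least 30% and at least 1% of replicates passing that level; inconclusive means only one of the two criteria is met; inactive means neither criterion is met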;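 further: 0% = median of the neutral control wells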
* = called active by the depositor; ? = inconclusive; · = not tested or not shown.

SMILES	Peg3 promoter	hiPSC survival	PDI turbidity	Granule exo inh	NR2E3 ag-1	NR2E3 ag-2	MITF TRPM1 inh	HIF-2a block	aDG glyco up	Vif inh	CaV13 FRET inh
O=C1CN=C(c2cccs2)c2c(sc3c2CCCC3)N1	33	-2.1	-1	22	0	-31	11	7	-0.1	-13	-5
COc1ccccc1-c1cc(NC(C)=O)c2ncc(-c3ccccc3)n2c1	4	5.4	11	54	·	-19	·	-13	-0.3	-13	-12
Oc1ccc(C2=CCNCC2)cc1O	-20	-1.9	-5	-3	4	-1	-2	12	-0.3	11	-4
CC[C@H]1CN2CCC1C[C@H]2[C@H](O)c1ccnc2ccc(OC)cc12 (stereo not given in full)	19	-2.0	2	-6	2	2	17	0	0.4	2	-5
N#Cc1c(/N=C/c2c(O)n(Cc3ccco3)c(=O)[nH]c2=O)sc2c1CCCC2	-7	0.3	5	7	6	-14	-11	-15	-0.2	·	·
Cc1cccc(N2C(=O)NC(=O)/C(=C\c3cnn(-c4ccccc4)c3)C2=O)c1	21	-0.5	1	30	-2	-24	10	29	-0.4	-2	0
COc1ccc(CC(C)NCCC(c2ccccc2)c2ccccc2)cc1 (stereo not given)	20	-0.1	12	3	0	-5	55	-4	0.5	-1	12
N#Cc1ccccc1Cn1cc(C(=O)c2cccs2)c2ccccc21	46	0.0	-1	1	1	-26	5	14	2.2	1	-5
COC(=O)C1=C(c2ccc(OCc3ccccc3)cc2)C[C@@H]2CC[C@H]1N2C(=O)NCc1cccc(C(F)(F)F)c1	20	-1.5	2	5	-4	13	1	10	0.9	·	-5
Oc1ccc2ccccc2c1CN1CC=C(c2ccccc2)CC1	-6	1.9	-6	1	1	-12	-25	-10	1.2	-19	-5
O=c1c2ccccc2nc(-c2ccco2)n1-c1nccs1	18	-2.1	0	4	2	-3	8	12	-0.1	27	-5
Cc1ccccc1NC(=S)NC(NC(=O)CF)C(Cl)(Cl)Cl (stereo not given)	4	0.4	4	4	0	-32	-1	16	0.0	4	-5
c1ccc(C2CN3CCC2CC3)cc1 (stereo not given)	22	-0.2	7	4	-1	-12	·	17	-0.1	8	-4
COc1ccc(NC(c2ccccc2F)P(=O)(Oc2ccccc2)Oc2ccccc2)cc1 (stereo not given)	37	-0.9	-10	-1	2	2	3	20	-0.1	11	-4
CC(Cc1ccccc1)NC(=O)/C=C/c1ccc(Cl)cc1 (stereo not given)	-110	-0.3	17	14	1	-52	-33	-82	0.7	-1	-3
COc1ccc(Oc2c(C)oc3cc(OC(=O)N(C)C)ccc3c2=O)cc1	-1	1.8	2	-6	-1	-36	5	11	0.3	-2	-20
CC1=C(C(=O)Nc2ccccc2)S(=O)(=O)CCO1	9	-0.4	4	2	2	3	8	9	0.1	?	-4
CCOC(=O)C1C2c3ccccc3O[C@@]1(C)N=C1SCC(=O)N12 (stereo not given in full)	21	5.2	11	4	6	4	-4	7	-0.1	2	-9
Cc1c2cnn(CC(=O)N3CCC4(CC3)OCCO4)c(=O)c2c(C)n1Cc1ccccc1Cl	-20	-0.6	-5	1	1	2	-5	-38	0.4	-6	-5
COc1ccc(OC)c(-n2c(O)c(/C=C3\C=Nc4ccccc43)c(=O)[nH]c2=O)c1	1	-0.5	-3	2	3	3	17	9	0.2	11	-20
CC1=C(C)CC2(CC1)C(=O)NC(=O)NC2=O	61*	1.0	8	-6	·	11	4	-4	0.1	-1	-5
COC(=O)C1=C(c2c(C)noc2C)C[C@@H]2CC[C@H]1N2C(=O)NCCOc1ccc(OC)cc1	3	-1.7	-3	0	1	8	-8	7	-0.1	0	-6
CN1CCN(c2cc(N3CCCC3)c([N+](=O)[O-])cc2F)CC1	15	-0.3	-3	0	1	-19	5	8	0.5	3	·
CCCCCCC(=O)N/N=C/c1c(O)n(C2CC2)c(=S)[nH]c1=O	12	-0.5	4	0	4	10	-25	15	-0.2	3	-5

For convenience, part of the list above.
SMILES	Peg3 promoter	hiPSC survival	PDI turbidity	Granule exo inh	NR2E3 ag-1	NR2E3 ag-2	MITF TRPM1 inh	HIF-2a block	aDG glyco up	Vif inh	CaV13 FRET inh
CN1CCN(c2cc(N3CCCC3)c([N+](=O)[O-])cc2F)CC1	15	-0.3	-3	0	1	-19	5	8	0.5	3	·
CCCCCCC(=O)N/N=C/c1c(O)n(C2CC2)c(=S)[nH]c1=O	12	-0.5	4	0	4	10	-25	15	-0.2	3	-5

(continued)
SMILES	Peg3 promoter	hiPSC survival	PDI turbidity	Granule exo inh	NR2E3 ag-1	NR2E3 ag-2	MITF TRPM1 inh	HIF-2a block	aDG glyco up	Vif inh	CaV13 FRET inh
CC(=O)c1ccc(OC(NC(=O)c2ccco2)C(Cl)(Cl)Cl)cc1 (stereo not given)	-3	-1.5	1	2	4	-20	20	10	0.0	2	-7
CN1CC=C(c2c[nH]c3ccccc23)CC1	4	-1.9	·	3	0	5	·	12	0.3	6	-5
CN1CCN(c2cc(N3CCCCCC3)c(F)cc2[N+](=O)[O-])CC1	34	-1.3	-5	1	1	10	0	2	-0.3	3	-3
COc1cc(/C=C/c2nc3ccccc3c(=O)n2-c2cccc(O)c2)ccc1O	47	-0.3	1	12	-1	35	-3	23	-0.3	-1	-63
c1ccc(CN2CCN(Cc3ccc4c(c3)OCCO4)CC2)cc1	-3	3.0	-3	0	-1	7	4	3	-0.1	-11	-5
O=C(CN1CCOCC1)Nc1ccc(Br)cc1C(=O)c1ccccc1	6	0.0	-17	8	-1	13	5	11	0.1	-13	-9
CCN(CC)CCO	10	4.0	·	4	-2	2	-1	16	0.2	-3	·
OC(c1ccncc1)(c1ccc(F)cc1)c1ccc(F)cc1	26	-1.0	-5	-4	0	-6	3	21	0.1	-2	-3
Cc1cc(C(=O)OCC(=O)Nc2cccc(F)c2)c(C)n1C1CC1	-33	0.3	3	-3	5	-25	-12	-63	0.2	-4	-2
COc1ccc(NP2(=O)NCCCN2)cc1	-5	2.1	6	1	·	-20	4	-1	-0.3	7	-5
COc1ccc(-c2nc3ccccc3c(=O)n2-c2nccs2)cc1	-9	-0.9	-3	11	-1	-44	-6	-46	0.0	-14	-6
Oc1ccccc1CN(CCc1ccccc1)Cc1ccccc1	-15	0.6	-2	26	-2	-5	2	-5	0.0	-2	-3
CCN(CC)CCN=Cc1c(O)n(CCc2ccccc2)c(=O)[nH]c1=O	-11	0.5	11	-2	-5	-12	2	-23	0.0	11	-5
C=CCn1c(O)c(C(C)=NC2CCN(Cc3ccccc3)CC2)c(=O)[nH]c1=O	22	-0.6	3	0	1	-10	·	19	-0.2	1	-20
COc1ccc(Cn2c(N)c(C(=O)NCc3ccco3)c3nc4ccccc4nc32)cc1OC	32	3.8	-7	2	7	-3	15	15	0.9	20	·
C[C@]12CCC3C(CC[C@H]4C[C@@H](O)CC[C@]34C)C1CC[C@@H]2OC(=O)[C@H](N)CCCCN (stereo not given in full)	87*	-1.0	4	3	·	9	28	17	0.8	-5	-2
CCOP(=O)(Cc1ccc(C(=O)CC)o1)OCC	7	0.4	3	-1	3	-6	4	24	0.0	5	-5
CC(C)CCN1CCN(Cc2c(F)cccc2Cl)CC1CCO (stereo not given)	-1	-0.3	-6	-2	2	-1	8	8	-0.2	2	-19
CC(=NC1CCN(Cc2ccccc2)CC1)c1c(O)n(C)c(=O)n(C)c1=O	7	-2.5	2	-1	-2	6	-4	15	0.1	-2	-9
C=CCOC(=O)N1Cc2ccccc2-n2nncc2C1	-28	0.4	-1	-1	·	6	·	5	-0.1	·	-6
COc1cc(OC)c(OC)cc1/C=C1\C(=O)NC(=O)N(Cc2ccccc2)C1=O	-4	-0.5	6	1	-2	-34	2	17	-0.2	2	4
COC(=O)C1=C(c2ccc(-c3ccccc3)c(F)c2)C[C@@H]2CC[C@H]1N2C(=O)N1CCC(C)CC1	37	2.7	-3	-4	-1	12	10	20	0.6	-2	-11
O=C1CN=C(c2ccc(Br)cc2)c2c(sc3c2CCCC3)N1CCN1CCCCC1	25	-0.6	3	4	0	-23	0	16	1.9	-15	-5
CC1CNCCN1c1ccc(Cl)cc1 (stereo not given)	4	0.3	1	0	·	21	-18	-10	-0.2	-1	-6
CSc1nc2ccc(C)cc2c(=O)n1-c1cccnc1	17	1.5	-5	-11	-2	-12	11	8	-0.1	18	-1
CN1C2CCC1C(COC(=O)c1ccccc1)C(O)C2 (stereo not given)	4	-0.6	1	-2	1	-27	3	14	0.0	·	-4
Cc1ccc(CNCCc2ccccc2F)cc1	-19	1.0	-4	-3	0	-9	-5	-13	0.0	3	-3
O=C1NCN(c2ccccc2)C12CCN(C(c1nnnn1C1CCCC1)C1CC1)CC2 (stereo not given)	22	-4.1	·	-3	·	5	·	12	0.5	21	-8
COC(=O)C1=C(c2ccc(F)cc2OCc2ccccc2)C[C@@H]2CC[C@H]1N2C(=O)NCc1ccc(OC)c(OC)c1	13	-2.6	4	-2	-1	12	3	15	0.2	-17	-10
Cc1ccc2c(c1)=NC(=O)/C(=C/c1c(O)[nH]c(=O)[nH]c1=O)C=2	10	-0.8	4	-6	0	-33	-24	12	0.2	-9	-18

Among those listed so far, these contain sulfur:
SMILES	Peg3 promoter	hiPSC survival	PDI turbidity	Granule exo inh	NR2E3 ag-1	NR2E3 ag-2	MITF TRPM1 inh	HIF-2a block	aDG glyco up	Vif inh	CaV13 FRET inh
O=C1CN=C(c2cccs2)c2c(sc3c2CCCC3)N1	33	-2.1	-1	22	0	-31	11	7	-0.1	-13	-5
N#Cc1c(/N=C/c2c(O)n(Cc3ccco3)c(=O)[nH]c2=O)sc2c1CCCC2	-7	0.3	5	7	6	-14	-11	-15	-0.2	·	·
N#Cc1ccccc1Cn1cc(C(=O)c2cccs2)c2ccccc21	46	0.0	-1	1	1	-26	5	14	2.2	1	-5
O=c1c2ccccc2nc(-c2ccco2)n1-c1nccs1	18	-2.1	0	4	2	-3	8	12	-0.1	27	-5
Cc1ccccc1NC(=S)NC(NC(=O)CF)C(Cl)(Cl)Cl (stereo not given)	4	0.4	4	4	0	-32	-1	16	0.0	4	-5
CC1=C(C(=O)Nc2ccccc2)S(=O)(=O)CCO1	9	-0.4	4	2	2	3	8	9	0.1	?	-4
CCOC(=O)C1C2c3ccccc3O[C@@]1(C)N=C1SCC(=O)N12 (stereo not given in full)	21	5.2	11	4	6	4	-4	7	-0.1	2	-9
CCCCCCC(=O)N/N=C/c1c(O)n(C2CC2)c(=S)[nH]c1=O	12	-0.5	4	0	4	10	-25	15	-0.2	3	-5
COc1ccc(-c2nc3ccccc3c(=O)n2-c2nccs2)cc1	-9	-0.9	-3	11	-1	-44	-6	-46	0.0	-14	-6
O=C1CN=C(c2ccc(Br)cc2)c2c(sc3c2CCCC3)N1CCN1CCCCC1	25	-0.6	3	4	0	-23	0	16	1.9	-15	-5
CSc1nc2ccc(C)cc2c(=O)n1-c1cccnc1	17	1.5	-5	-11	-2	-12	11	8	-0.1	18	-1

These rows are one share of the data; rates above refer to the full screens.
